sEH inhibitor = blocks human soluble epoxide hydrolase activity. P34913. recombinant human sEH enzymatic activity assay. inhibition, % at 2 µM. 91,000 tested, 0.34% active. AID 707; in the data active = inhibition above about 80%; note: values of inactives mirror those of a sister screen read the other way; many of its hits are not listed in these tables
Target sequence (P34913 whole entry, looked up): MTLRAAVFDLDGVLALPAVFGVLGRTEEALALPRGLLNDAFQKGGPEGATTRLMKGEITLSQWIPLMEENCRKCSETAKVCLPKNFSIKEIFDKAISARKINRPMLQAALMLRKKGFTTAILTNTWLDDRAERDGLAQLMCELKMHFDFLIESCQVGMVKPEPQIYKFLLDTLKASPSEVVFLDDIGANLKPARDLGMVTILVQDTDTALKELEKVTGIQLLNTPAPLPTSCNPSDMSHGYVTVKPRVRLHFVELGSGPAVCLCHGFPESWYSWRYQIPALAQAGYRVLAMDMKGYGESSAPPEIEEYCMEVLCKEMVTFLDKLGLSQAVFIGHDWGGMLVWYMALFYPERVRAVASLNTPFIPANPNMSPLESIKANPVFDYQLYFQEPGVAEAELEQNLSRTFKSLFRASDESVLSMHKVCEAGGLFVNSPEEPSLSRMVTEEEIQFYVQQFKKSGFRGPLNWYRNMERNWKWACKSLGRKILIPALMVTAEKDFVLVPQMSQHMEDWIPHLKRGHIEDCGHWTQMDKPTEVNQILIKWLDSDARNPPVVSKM
ERb SRC1 inh = blocks coactivator binding to human estrogen receptor beta. TR-FRET ER-beta LBD / SRC1-Cy5 peptide binding; receptor agonist-loaded with 1 µM estradiol. inhibition, % at 25.6 µM. 86,000 tested, 1.3% active. AID 633;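 active = compounds whose percent inhibition of the receptor-coactivator binding signal exceeds about 50% in the single-dose screen, limit read from the data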;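 note: 0% = receptor plus peptide wells without compound and 100% = peptide-only wells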
Target sequence (Q92731 whole entry, looked up, the tested form may be a part): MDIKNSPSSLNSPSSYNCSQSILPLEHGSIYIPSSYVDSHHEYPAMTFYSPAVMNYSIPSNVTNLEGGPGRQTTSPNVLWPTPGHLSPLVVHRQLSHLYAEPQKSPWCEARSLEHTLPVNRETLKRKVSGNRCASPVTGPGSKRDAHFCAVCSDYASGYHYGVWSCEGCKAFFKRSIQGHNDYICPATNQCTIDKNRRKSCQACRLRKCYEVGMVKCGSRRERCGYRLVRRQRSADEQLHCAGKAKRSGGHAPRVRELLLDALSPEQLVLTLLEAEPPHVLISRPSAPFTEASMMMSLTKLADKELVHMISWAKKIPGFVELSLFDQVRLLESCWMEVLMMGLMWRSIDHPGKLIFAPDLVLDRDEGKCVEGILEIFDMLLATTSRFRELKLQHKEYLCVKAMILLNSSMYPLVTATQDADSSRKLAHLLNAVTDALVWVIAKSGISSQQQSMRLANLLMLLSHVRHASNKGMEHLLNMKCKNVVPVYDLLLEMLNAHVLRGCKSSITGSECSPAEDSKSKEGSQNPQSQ
sEH activator = increases human soluble epoxide hydrolase activity; 91,000 tested, 0.04% active; activation, % at 2 µM; AID 717; P34913; purified human sEH enzymatic activity, activator screen; in the data active = activation above about 37%; note: values of inactives mirror those of a sister screen read the other way
F-actin modifier = modifiers of cytoskeleton assembly | HUVEC TNFa F-actin phalloidin imaging, high content | 91,000 tested, 0.18% active | inhibition, % at 2 µM;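 active = inhibition above the batch mean plus 3 SD and confirmed as a hit by visual image inspection, cut at about 30% in these data, passing the limit was not always enough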; note: strong numbers were not always called active
Candida biofilm = kills Candida albicans biofilms | C. albicans biofilm + clotrimazole, Alamar Blue | inhibition, % at 6 µM | 85,000 tested, 0.14% active;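 active = inhibition above 20%; inactive = inhibition below 20%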;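 note: preformed 24 hr biofilms exposed to compound for 48 hr; 0% = biofilm without compound and 100% = blank killed by clotrimazole plus chlorhexidine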
HUVEC tox IL1B = HUVEC cytotoxicity counter-screen, IL-1B stimulated. 94,000 tested, 0.41% active. cell count reduction, % at 2 µM. AID 845. HUVEC cell count loss, Hoechst imaging;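 active = cell count reduction more than 3 SD above the screen-wide mean, cut at about 70% in these data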;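 note: normalized per plate to untreated control cells as the no-loss baseline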
Smad3 inh = Smad3 (human) transcription factor binding inhibition; TR-FRET Smad3/Dy647-FoxH1 peptide binding, europium anti-His; P84022; inhibition, % at 25 µM; 88,000 tested, 0.29% active;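 active = compounds that reduce the energy-transfer binding signal between the protein and its labelled peptide by more than half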;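 note: 0% = Smad3 plus labelled peptide maximal FRET and 100% = peptide-only background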
HUVEC tox TNFa = HUVEC cytotoxicity counter-screen, TNF alpha stimulated | HUVEC TNFalpha-stimulated, Hoechst cell count, imaging | cell count reduction, % at 2 µM | 93,000 tested, 0.17% active;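 active = cell count reduction exceeding the screen mean by over 5 SD, scaled to untreated wells per plate, cut at about 78% in these data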;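 note: cells counted after 24 h of TNF alpha exposure following the 1 h pretreatment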
VCAM1 TNFa inh = reduces TNF alpha induced VCAM1 expression in HUVEC; HUVEC TNFa-induced VCAM-1 immunofluorescence, high-content imaging; inhibition, % at 2 µM; 95,000 tested, 0.48% active; AID 802;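 active = inhibition above the batch mean plus 3 SD, with images confirmed as a hit by eye, cut at about 37% in these data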;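 note: 0% = TNF-stimulated DMSO wells and 100% = unstimulated control wells; not every result past the cut was called active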
* hit, by the source's call; / = no result given; [ ] = dose if it differs, or a comment.

SMILES | sEH inhibitor | ERb SRC1 inh | sEH activator | F-actin modifier | Candida biofilm | HUVEC tox IL1B | Smad3 inh | HUVEC tox TNFa | VCAM1 TNFa inh
CC(CCc1ccccc1)NC(=O)C1CCN(C(=O)c2sccc2-n2cccc2)CC1 (stereo unspecified) | / | -2 | / | 22 | 3 | -1 | -3 | -36 | 9
N#Cc1cc2c(nc1SCc1nc3ccccc3[nH]1)CCC2 | / | 7[fluorescence artefact?] | / | -10 | 1 | / | 3 | -28 | 13
O=C(c1oc2ccccc2c1CSCc1ccccc1)N1CCN(c2ncccn2)CC1 | 6 | 4 | -6 | -1 | -5 | -30 | -1 | -6 | 9
CC1CN(C(=O)C(c2ccccc2)c2ccccc2)CC(C)O1 (stereo unspecified) | 15 | -2 | -15 | -12 | -3 | 12 | -1 | -8 | 34
Cc1cccc(N2C(=O)CS/C2=N\NC(=O)c2ccc(Cl)cc2)c1C | -5 | 3 | 8 | 9 | 8 | -48 | 3 | 7 | -13
COc1ccc(OC)c(CCNC(=O)CS(=O)(=O)Cc2nc(-c3ccccc3C)oc2C)c1 | 8 | 1 | -10 | -26 | / | 54 | 1 | 20 | -18
CCc1nc(C)cc(N)c1OCc1ccccc1 | -16 | -6 | 14 | -12 | 6 | -9 | 9[fluorescence artefact?] | -16 | 16
Cc1cc(C)cc(NCC(=O)Nc2c(C)cccc2C)c1 | 9 | -8 | -6 | -3 | 3 | -47 | 6 | -11 | -1
COc1ccc(OC)c(N2C(=O)CC(C(C)c3ccccc3)C2=O)c1 (stereo unspecified) | -2 | -2[fluorescence artefact?] | 2 | 4 | -5 | -9 | 3 | -15 | -1
N#C/C(=C\c1cn(CCOc2ccccc2)c2ccccc12)C(=O)NCc1ccco1 | -16 | / | 18 | 4 | / | -15 | / | -21 | 14
O=C(CN1CCCC1)Nc1ccc(-c2nc3cc(NC(=O)CN4CCCC4)ccc3o2)cc1 | -3 | 11 | 3 | -6 | 6 | -8 | 3 | -8 | 17
CNc1nc2c3ccccc3n(C(C)=O)c2s1 | -20 | / | 18 | 1 | / | 9 | / | 17 | -9
c1ccc(Cn2c(CN3CCCC3)nc3ccccc32)cc1 | / | -8 | / | -2 | 5 | 5 | 18 | -11 | 16
c1cncc(-c2nnc(C3CCCCC3)o2)c1 | -3 | 13 | 3 | -4 | 7 | 0 | -6 | -9 | 17
CCOC(=O)c1c(NC(=O)c2c(Br)cnn2CC)sc(C)c1C | -11 | -24[fluorescence artefact?] | 11 | 13 | 7 | 39 | 22[fluorescence artefact?] | 12 | -11
Cc1cc(N(C)Cc2ccccc2)nc(-c2ccccc2)n1 | -14 | -1 | 15 | 6 | 8 | -17 | 2 | -2 | -6
COCCNC(=O)c1nn2cccnc2c1Cl | -15 | -5 | 13 | / | 6 | -19 | -14 | -24 | -14
Cn1c(=O)[nH]c(=O)c2c1nc(SCCN1CCOCC1)n2Cc1ccccc1 | -6 | -5 | 7 | 7 | -4 | 34 | 4 | 3 | -15
CCOC(=O)C(NC(=O)CC)(Nc1ccc(S(=O)(=O)Nc2ncccn2)cc1)C(F)(F)F (stereo unspecified) | -4 | 0 | 7 | 12 | 1 | 4 | -4 | -6 | 1
CCC(C)(C)NC(=O)C(c1ccc(OC)cc1)N(Cc1cccs1)C(=O)CCC(=O)Nc1cc(C)on1 (stereo unspecified) | 3 | 8 | 0 | -28 | 4 | -20 | 9 | -1 | 9
CC(NC(=O)c1cccs1)C(=O)NC1=NCCS1 (stereo unspecified) | 5 | -16[fluorescence artefact?] | -2 | -18 | 1 | 25 | -2 | 15 | -9
COc1ccc(-c2nnc(SCC(=O)N3c4ccccc4Sc4ccccc43)o2)cc1 | -6 | 15 | 9 | 19 | 2 | -16 | 1 | -34 | 0
Cc1cc(=O)oc(C)c1C(=O)NCc1ccccn1 | 2 | / | -2 | 7 | / | -4 | / | 33 | 17
CCN1C(=O)c2cccc3c(S(=O)(=O)Nc4nc(C)cs4)ccc1c23 | -8 | / | 8 | -2 | / | -1 | / | -8 | 17
CCn1c(=O)n(CC(=O)N2CCN(c3ccccc3F)CC2)c(=O)c2ccccc21 | -31 | -6 | 30 | 4 | -5 | 6 | -1[fluorescence artefact?] | -11 | -11
Following part
SMILES | sEH inhibitor | ERb SRC1 inh | sEH activator | F-actin modifier | Candida biofilm | HUVEC tox IL1B | Smad3 inh | HUVEC tox TNFa | VCAM1 TNFa inh
C=CCc1ccccc1OCC(O)CNC (stereo unspecified) | 2 | -2 | -2 | 67* | 5 | -16 | 3 | 94* | 56*
O=C(Cn1cnc2ccccc21)NCc1ccccc1 | 11 | 3 | -9 | -27 | / | 30 | 2 | -13 | 13
CCC(C)NC(=O)C1CCCN(C(=O)NC2CCCCC2)C1 (stereo unspecified) | -2 | -5 | 4 | 26 | 5 | -10 | 3 | -16 | 5
O=C(NC(C(=O)c1ccccc1)n1cnccc1=O)c1ccccc1 (stereo unspecified) | -5 | / | 6 | 16 | / | 33 | / | 7 | 12
CCn1c(N)c(C(N)=O)sc1=S | 4 | 2 | -4 | 6 | 8 | -6 | 6 | -16 | 11
N#Cc1cnn(-c2nc3sc4c(c3c(=O)[nH]2)CCCC4)c1N | 9 | / | -9 | -6 | / | -49 | / | 10 | -5
O=C(CCC(=O)c1cccs1)NCc1ccc(Cl)cc1 | 4 | 3[fluorescence artefact?] | -2 | -8 | 3 | 9 | -6 | 2 | 4
O=C(Nc1cccc(NC(=O)C2CC3CCCC(C2)C3=O)n1)C1CC2CCCC(C1)C2=O (stereo unspecified) | 7 | -22 | -3 | / | 1 | -12 | -4 | / | /
COC(=O)C1=NN(C(=O)c2ccc(Cl)cc2)C(O)(c2ccccc2)C1 (stereo unspecified) | -4 | / | 7 | 2 | / | 36 | / | 4 | 8
O=[N+]([O-])c1cc(-c2nnc(C34CC5CC(CC(C5)C3)C4)o2)cc([N+](=O)[O-])c1 | 8 | / | -6 | 2 | / | -64 | / | 3 | -3
CCc1cccc(NC(=O)CS(=O)Cc2nc(-c3ccc(C)cc3)oc2C)c1 (stereo unspecified) | / | -8 | / | -1 | 12 | 8 | 1 | -16 | 14
CCn1c(=O)n(CC)c2cc(S(=O)(=O)Nc3c(C)cccc3C)ccc21 | -6 | 26[fluorescence artefact?] | 10 | -18 | 11 | 7 | -11 | -18 | 9
Cc1ccc(S(=O)(=O)N2CCN(C(=O)N(c3ccccc3)c3ccccc3)CC2)cc1 | 5 | -27 | -6 | -1 | 3 | -52 | -4 | -20 | -21
CCOC(=O)N1CCC(NC(=O)c2ccc(CS(=O)(=O)c3ccccc3C)o2)CC1 | 18 | 4 | -16 | 25 | 9 | 12 | 13 | -31 | 13
Cc1cc(=O)[nH]c2c(C)c(Cl)ccc12 | / | / | / | -9 | / | 0 | / | 15 | 1
CCN(CC)/C(=N/O)NC(=O)NS(=O)(=O)c1ccc(C)cc1 | 5 | -6 | -2 | 6 | / | -48 | 1 | -10 | -6
CCCCc1c(O)nc(SCCC(=O)O)[nH]c1=O | -14 | / | 15 | 16 | / | -2 | / | 0 | 21
C/[N+]([O-])=C\c1coc2ccccc2c1=O | -8 | 2[fluorescence artefact?] | 8 | 11 | 6 | / | 11 | -28 | -16
c1cncc(-c2nc(-c3cccs3)cs2)c1 | -14 | -4 | 14 | 12 | 4 | -7 | 2 | -47 | -33
CCCCCCCC(=O)Nc1ccc(C(=O)N/N=C/c2cccc([N+](=O)[O-])c2)cc1 | 17 | / | -14 | 26 | / | -16 | / | -23 | 3
CCOC(=O)c1c(CN2CCOCC2)n(-c2ccccc2)c2ccc(O)cc12 | -14 | 1[fluorescence artefact?] | 14 | -49 | 2 | -34 | -12 | -41 | 7
CC(Oc1ccc(Cl)cc1Cl)C(=O)NCCCn1ccnc1 (stereo unspecified) | 3 | -13 | 0 | 3 | 6 | -24 | 11 | 8 | 8
O=C1CCC(=O)N1CNc1ccccn1 | -15 | -25[fluorescence artefact?] | 14 | -6 | 10 | -2 | 6 | -4 | 4
O=C(COC(=O)C1CC(=O)N(c2ccc3c(c2)OCCO3)C1)NC1CCCc2ccccc21 (stereo unspecified) | 10 | 15[fluorescence artefact?] | -11 | 20 | 8 | -6 | -3 | -5 | 6
O=[n+]1c2c(n([O-])c3c1CCCC3)CCCC2 | -4 | 5 | 5 | -4 | 4 | -47 | -1 | 8 | 2
Additional structures:
SMILES | sEH inhibitor | ERb SRC1 inh | sEH activator | F-actin modifier | Candida biofilm | HUVEC tox IL1B | Smad3 inh | HUVEC tox TNFa | VCAM1 TNFa inh
Cc1c(NC(=O)c2cnn3c2NC(c2ccco2)CC3C(F)(F)F)c(=O)n(-c2ccccc2)n1C (stereo unspecified) | 7 | -3 | -2 | 5 | 4 | 16 | -4 | -19 | 1
CCOC(=O)c1cnc2cc(-c3ccc(Cl)cc3)nn2c1N | 7 | / | -6 | -6 | / | 12 | / | / | 7
O=C(Oc1ccc(-c2cnc3ccccc3n2)cc1)c1ccco1 | 5 | -4 | -5 | -20 | 4 | -28 | 10 | 2 | -14
O=[N+]([O-])c1ccc(Cl)c(/C=N/N2CCN(c3ccccc3)CC2)c1 | -4 | / | 6 | 17 | / | 11 | / | / | 0
O=C(COC(=O)C1CC(=O)N(Cc2ccco2)C1)c1ccc(OC(=O)c2ccco2)cc1 (stereo unspecified) | -8 | 36 | 6 | -11 | 8 | -75 | 0 | -6 | -17
N#CCCn1c(SCC(=O)NCCc2ccc(F)cc2)nc2ccccc21 | -6 | 1 | 11 | 11 | 10 | 4 | 1 | -24 | 5
Cc1nc2ccccn2c1-c1csc(NCc2ccco2)n1 | 8 | -6 | -5 | -21 | / | -11 | -10 | -39 | 14
Cn1ccnc1C(O)c1ccco1 (stereo unspecified) | 8 | 0 | -8 | -24 | 4 | -7 | 6 | 3 | 26
Cc1ccc(OC(=O)CCC(=O)Nc2ccc(S(=O)(=O)Nc3cc(C)on3)cc2)cc1 | 2 | 1 | 2 | 7 | 2 | 2 | 4 | -16 | 6
OC(COC(c1ccccc1)c1ccccc1)CN1CCCCC1 (stereo unspecified) | -18 | -7 | 17 | -8 | -1 | -30 | 4 | -8 | 4
CC(C)Oc1ccc(C(=O)Nc2cc(=O)n(C)c(=O)n2C)cc1 | -6 | -4 | 5 | -7 | -4 | -5 | 5 | -7 | 2
CCOC(=O)c1cnc(SCC)[nH]c1=O | -13 | / | 16 | 13 | / | 26 | / | 0 | 2
CCN(CC)c1ncnc2ccc(Br)cc12 | -6 | -7 | 8 | -5 | 8 | -1 | 2 | 14 | -10
CCOc1cc(/C=C2\N=C(C)OC2=O)cc(Br)c1OCCc1ccccc1 | -5 | / | 3 | -9 | / | -4 | / | -5 | -11
CC(=O)N/C(=N/c1nc(C)cc(C)n1)Nc1ccc(NC(C)=O)cc1 | 11 | 35[fluorescence artefact?] | -6 | 4 | 8 | 18 | 7 | -14 | 6
COc1ccc(N(CC(=O)N/N=C/c2cccc3c2OCCO3)S(=O)(=O)c2ccc(NC(C)=O)cc2)cc1 | 1 | / | 5 | -14 | / | 21 | / | -8 | -9
CCOC(=O)c1cc2occc2n1CC(=O)NC1CCCCC1C (stereo unspecified) | 15 | -26 | -14 | 9 | 6 | -15 | 6 | -14 | -6

Quoted at random: 2 entries already listed, in no set order.
SMILES | sEH inhibitor | ERb SRC1 inh | sEH activator | F-actin modifier | Candida biofilm | HUVEC tox IL1B | Smad3 inh | HUVEC tox TNFa | VCAM1 TNFa inh
O=C(COC(=O)C1CC(=O)N(Cc2ccco2)C1)c1ccc(OC(=O)c2ccco2)cc1 (stereo unspecified) | -8 | 36 | 6 | -11 | 8 | -75 | 0 | -6 | -17
CCC(C)(C)NC(=O)C(c1ccc(OC)cc1)N(Cc1cccs1)C(=O)CCC(=O)Nc1cc(C)on1 (stereo unspecified) | 3 | 8 | 0 | -28 | 4 | -20 | 9 | -1 | 9

Screening data (PubChem BioAssay)

Some of the compounds tested, so the mix of outcomes need not match the whole.
